# Screening data as filed in PubChem BioAssay.
# Pol beta inh: inhibitors of human DNA polymerase beta; P06746; Pol beta primer extension/strand displacement, fluorescence kinetic; Potency, µM (top dose mostly 114 µM), inactives show top-dose activity change, negative = inhibition, actives largely listed as inhibitors; 340,000 compounds, 1.3% hits; AID 485314; further: potency means the concentration at half of the fitted maximal effect; on the % scale 0 is the no-effect control and ±100 the full control effect
#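 Pol beta (10 nM) and compounds were preincubated 15 min at room temperature, then 50 nM substrate (final) started primer extension/strand displacement. Reads were taken at 0 and 10 min; concentration-response data were fitted to a four-parameter Hill equation.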
# TRHR ag: TRH receptor (human) agonism | P34981 | TRHR cells, calcium flux fluo-8, FDSS agonist mode | activation, % at 2 µM | 360,000 compounds, 0.18% hits | AID 493084; in the data active means activation above about 30%; further: 0% is about no effect
# Target sequence (P34981 whole entry, looked up): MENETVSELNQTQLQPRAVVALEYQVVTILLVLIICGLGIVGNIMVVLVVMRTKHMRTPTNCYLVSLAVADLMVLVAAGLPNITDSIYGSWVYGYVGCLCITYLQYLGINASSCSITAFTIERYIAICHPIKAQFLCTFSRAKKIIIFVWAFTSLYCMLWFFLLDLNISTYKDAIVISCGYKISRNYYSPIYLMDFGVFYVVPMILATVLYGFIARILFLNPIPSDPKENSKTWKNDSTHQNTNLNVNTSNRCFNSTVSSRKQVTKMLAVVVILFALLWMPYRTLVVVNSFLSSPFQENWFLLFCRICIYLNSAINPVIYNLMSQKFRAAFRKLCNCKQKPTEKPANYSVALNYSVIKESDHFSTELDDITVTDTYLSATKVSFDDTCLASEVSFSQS
#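 TRHR-expressing cells, plated overnight in medium with 10% serum, were loaded with fluo-8 calcium dye at room temperature. After a 10 s baseline, library compound was pin-added and calcium release was recorded kinetically (ex 480/em 530) as agonist response.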
# Pol kappa inh: DNA polymerase kappa (human) inhibition. Potency, µM (top dose mostly 107 µM), without a hit: at the highest dose activity, negative = inhibition, most hits filed as inhibitors. 400,000 compounds, 0.53% hits. Q9UBT6. purified Pol kappa, fluorescent DNA synthesis assay, 10 min. AID 588579; further: potency means the concentration at half of the fitted maximal effect; on the % scale 0 is the no-effect control and ±100 the full control effect
#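 Fluorescent qHTS in 1536-well format: enzyme (10 nM) and compound sat 15 min at room temperature before 50 nM substrate (final) was added. Signal taken at 0 and 10 min; no-enzyme buffer wells were negative controls.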
# APEX1 inh: inhibitors of human APE1 endonuclease. P27695. recombinant APE1, TAMRA/BHQ-2 abasic DNA cleavage fluorescence. Potency, µM (doses to about 65.8 µM), inactives show top-dose activity change, negative = inhibition, hits mostly inhibitors. 350,000 compounds, 0.35% hits. AID 2517;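 further: potency means the concentration at half of the fitted maximal effect; plate controls were vehicle for no effect and reference inhibitor for full effect; nearly all actives have a fitted effect of over 55% in size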
#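 Compound pre-exposure to 0.75 nM APE1, 15 min at ambient temperature. Reaction initiated with 50 nM TAMRA/BHQ-2 THF substrate, read immediately in kinetic mode, 525 nm excitation, 598 nm emission.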
# Pol iota inh: blocks human DNA polymerase iota activity | Pol iota fluorescent replication assay, 10 min | Potency, µM (titrated, usually from 115 µM), without a hit: at the highest dose activity, negative = inhibition, most hits filed as inhibitors | AID 588590 | 390,000 compounds, 1% hits; further: potency means the concentration at half of the fitted maximal effect
#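 Fluorescent replication assay read twice, at 0 min and 10 min after adding 50 nM (final) substrate. Enzyme (10 nM) and compounds were first incubated 15 min at room temperature; enzyme-free buffer wells were negative controls.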
# Apoferritin bind: binds horse apoferritin like a general anesthetic; AID 485281; Potency, µM (doses to about 77.5 µM), inactives show at the highest dose activity change, negative = displacement, actives largely listed as inhibitors; 350,000 compounds, 0.074% hits; apoferritin/1-aminoanthracene competitive binding, fluorescence; further: potency means the concentration at half of the fitted maximal effect; on the % scale 0 is the no-effect control and ±100 the full control effect; nearly all actives have a fitted effect of over 20% in size
#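 Concentration-response curves derived by four-parameter Hill fitting of normalized fluorescence, where compounds displaced 1-AMA from 10 uM horse apoferritin following a brief 10 min room-temperature incubation; propofol titration acted as positive control.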
# BLM helicase inh: blocks DNA unwinding by human BLM helicase; 350,000 compounds, 0.2% hits; recombinant BLM DNA unwinding, fluorescence dequenching; P54132; AID 2528; Potency, µM (top dose mostly 56.1 µM), for the others: at the highest dose activity change, negative = inhibition, most hits filed as inhibitors;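 further: potency means the concentration at half of the fitted maximal effect; plate controls were vehicle for no effect and no enzyme for full effect; nearly all actives have a fitted effect of over 35% in size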
# ERG Ets-DNA blk: inhibitors of human ERG Ets domain-DNA interaction; Potency, µM (series often up to 76.9 µM), without a hit: at the highest dose FP activity, negative = inhibition, usual class: inhibitors; P11308; 370,000 compounds, 0.028% hits; fluorescence polarization, His-ERG Ets domain / labelled DNA; active means well fitted inhibition curve with a large enough effect in the polarisation, with a control signal flat; inconclusive means small, poorly fitted or top-dose-only effect, or effect the other way, or a change in a side signal; inactive means no such curve, though single readings can be large or run the other way; the % refers to the polarisation;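 further: polarization taken with two DNA probes labelled with fluorescein and Texas red; potency means the concentration at half of the fitted maximal effect; % of control where 0% means no effect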
#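 His-tagged ERG Ets domain (1 uM in the protein solution; 300mM KCl, 50mM Tris-HCl, 1mM EDTA, 1mM DTT, pH 7.5) received compound, then a probe mix of 5 nM fluorescein-DNA and 100nM Texas-615-DNA. Fluorescence polarization was read for both dyes.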
# ALOX12 inh: blocks human arachidonate 12S-lipoxygenase; 580,000 compounds, 1.1% hits; purified 12hLO, xylenol orange hydroperoxide absorbance; Potency, µM (titrated, usually from 108 µM), for inactives: top-dose activity change, negative = inhibition, actives largely listed as inhibitors; further: potency means the concentration at half of the fitted maximal effect; on the % scale 0 is the no-effect control and ±100 the full control effect
# Target sequence (P18054 whole entry, looked up): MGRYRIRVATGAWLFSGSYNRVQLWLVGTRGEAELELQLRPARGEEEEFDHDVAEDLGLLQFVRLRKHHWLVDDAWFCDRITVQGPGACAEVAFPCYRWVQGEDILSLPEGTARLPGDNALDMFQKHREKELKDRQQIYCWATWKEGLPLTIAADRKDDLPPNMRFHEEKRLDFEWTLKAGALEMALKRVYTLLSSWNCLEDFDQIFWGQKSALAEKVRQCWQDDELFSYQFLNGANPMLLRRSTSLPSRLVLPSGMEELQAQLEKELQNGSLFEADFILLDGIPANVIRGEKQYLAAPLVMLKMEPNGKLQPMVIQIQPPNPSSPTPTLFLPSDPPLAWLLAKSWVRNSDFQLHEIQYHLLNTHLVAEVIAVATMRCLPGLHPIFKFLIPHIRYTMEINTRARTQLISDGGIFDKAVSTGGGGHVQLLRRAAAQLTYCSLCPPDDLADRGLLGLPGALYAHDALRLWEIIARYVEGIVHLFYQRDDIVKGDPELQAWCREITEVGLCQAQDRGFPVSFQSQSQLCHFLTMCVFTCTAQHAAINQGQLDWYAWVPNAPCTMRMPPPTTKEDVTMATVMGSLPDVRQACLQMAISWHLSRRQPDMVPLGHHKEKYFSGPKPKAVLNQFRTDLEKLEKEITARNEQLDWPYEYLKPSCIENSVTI
#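 Purified human 12hLO (150 nM final) in 25 mM Hepes, 0.01% Triton X-100, pH 7.0 was preincubated 15 min at room temperature with compound. Then 40 uM arachidonic acid was added, 30 min. Hydroperoxide was read by Fe-XO absorbance ratio 573/405 nm.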
# Active calls of the source: *; ? = inconclusive; · = not tested or not shown; & = joins results of further samples; [ ] = another dose, or the depositor's remark. Unless noted, the call rests on the fitted dose curve; in most records, active means well fitted curve in the direction sought with a large enough effect; inconclusive means small, poorly fitted or top-dose-only effect, or another doubt; inactive means no such curve, though single readings can be large; an effect the other way counts as inactive or inconclusive. Not all compounds are listed; rates above refer to the full screens.
# The opening 7 compounds, to show the layout:
1) O=C1CC(N2CCN(S(=O)(=O)c3ccccc3)CC2)C(=O)N1c1ccccc1 (configuration not stated)
2) CC1c2cccn2CCN1S(=O)(=O)c1ccccc1 (configuration not stated)
3) Cc1oc(-c2cc(F)ccc2F)nc1CN1CCC(C(=O)N2CCOCC2)CC1
4) COc1cc2c(cc1OC)CN(C(=O)c1ccc(-c3ccccc3)cc1)CC2
5) COC(=O)[C@H]1C2CCC(C(=O)OC)(CC2)[C@H]1C(=O)OC
6) CCN(CC(=O)NC1CC1)S(=O)(=O)c1ccccc1
7) Cc1ccc([N+](=O)[O-])c(C(=O)N/N=C/c2cccnc2)c1

assay / entry	1	2	3	4	5	6	7
Pol beta inh	?	·	-26%	14%	25%	58%	4%
TRHR ag	0.7	0.0	0.5	-0.5	0.1	0.1	0.1
Pol kappa inh	3%	-3%	-7%	-13%	-7%	-6%	-12%
APEX1 inh	13%	13%	5%	-22%	0%	40%	2%
Pol iota inh	45%[activator]	16%	21%	-5%	-5%	33%[activator]	0%
Apoferritin bind	-2%	·	-8%	-6%	-14%	-4%	-7%
BLM helicase inh	-1%	·	-1%	-11%	-3%	-1%	-12%
ERG Ets-DNA blk	14%	6%	-2%	-11%	-2%	-1%	2%
ALOX12 inh	4%	-3%	-1%	?	0%&-6%	-2%	446%[activator]

# Results, previewed entries included:
1) O=C1CC(N2CCN(S(=O)(=O)c3ccccc3)CC2)C(=O)N1c1ccccc1 (configuration not stated)
2) CC1c2cccn2CCN1S(=O)(=O)c1ccccc1 (configuration not stated)
3) Cc1oc(-c2cc(F)ccc2F)nc1CN1CCC(C(=O)N2CCOCC2)CC1
4) COc1cc2c(cc1OC)CN(C(=O)c1ccc(-c3ccccc3)cc1)CC2
5) COC(=O)[C@H]1C2CCC(C(=O)OC)(CC2)[C@H]1C(=O)OC
6) CCN(CC(=O)NC1CC1)S(=O)(=O)c1ccccc1

assay / entry	1	2	3	4	5	6
Pol beta inh	?	·	-26%	14%	25%	58%
TRHR ag	0.7	0.0	0.5	-0.5	0.1	0.1
Pol kappa inh	3%	-3%	-7%	-13%	-7%	-6%
APEX1 inh	13%	13%	5%	-22%	0%	40%
Pol iota inh	45%[activator]	16%	21%	-5%	-5%	33%[activator]
Apoferritin bind	-2%	·	-8%	-6%	-14%	-4%
BLM helicase inh	-1%	·	-1%	-11%	-3%	-1%
ERG Ets-DNA blk	14%	6%	-2%	-11%	-2%	-1%
ALOX12 inh	4%	-3%	-1%	?	0%&-6%	-2%

7) Cc1ccc([N+](=O)[O-])c(C(=O)N/N=C/c2cccnc2)c1
8) O=C(O)Cc1ccc(Nc2cnn(C34CC5CC(CC(CC(=O)O)(C5)C3)C4)c(=O)c2Cl)cc1
9) CN(C)C(=O)c1cc(F)ccc1Sc1cc(Cl)ccc1Cl
10) CC(C)c1cc(C(=O)NCCc2ccccc2)no1
11) CCOC(=O)c1ccc(-n2c(N)c(C(=O)NCC3CCCO3)sc2=S)cc1 (configuration not stated)
12) OC[C@@H]1O[C@@H](n2cnc3c(N[C@H]4CCC[C@@H]4O)ncnc32)[C@H](O)[C@H]1O

assay / entry	7	8	9	10	11	12
Pol beta inh	4%	-1%	2%	-23%	37%	·
TRHR ag	0.1	0.3	-0.6	-3.4	-0.5	·
Pol kappa inh	-12%	-11%	0%	-15%	-11%	-9%[19.4 µM]
APEX1 inh	2%	-4%	2%	5%	-1%	-2%
Pol iota inh	0%	71%[activator]	20%	6%	18%	·
Apoferritin bind	-7%	4%	-16%	?	-11%	·
BLM helicase inh	-12%	4%	-3%	-3%	-4%	-2%
ERG Ets-DNA blk	2%	-9%	7%	-7%	3%	·
ALOX12 inh	446%[activator]	-21%	?	7%	-19%	237%[activator]

13) CCOC(=O)c1c(-c2ccc(C)cc2)csc1/N=C/N(C)C
14) Cc1ccccc1-c1nc(CN2CCC(C(=O)NCc3ccccc3Cl)CC2)c(C)o1
15) CCOC(=O)CNC(=O)COc1coc(CN2CCN(c3ccccc3)CC2)cc1=O
16) CC1CCc2c(C(=O)NCc3cccnc3)csc2C1 (configuration not stated)
17) CC(C)Cc1nnc(NC(=O)C2CSC3(C)CCC(=O)N23)s1 (configuration not stated)
18) CCOC(=O)c1ccc(NC(=O)Nc2c[nH]c(=O)[nH]c2=O)cc1

assay / entry	13	14	15	16	17	18
Pol beta inh	29%	-15%	-21%	27%	·	?
TRHR ag	-0.9	0.0	0.0	-1.3	0.2	-0.4
Pol kappa inh	-1%	-1%	-8%	-2%	-3%	-14%
APEX1 inh	-1%	·	-14%	15%	0%	·
Pol iota inh	29%	48%[activator]	28%	14%	34%[activator]	?
Apoferritin bind	-12%	-1%	-1%	-14%	·	6%
BLM helicase inh	-10%	-3%	-4%	4%	·	-12%
ERG Ets-DNA blk	0%	-2%	8%	-8%	-4%	8%
ALOX12 inh	-17%	-17%	8%	3%	4%	-28%

19) COC(=O)[C@@H](NC(=O)Nc1ccc(S(N)(=O)=O)cc1)C(C)C
20) CCOC(=O)CSc1nnc(CNC(=O)c2ccc([N+](=O)[O-])cc2)n1C
21) CCOC(=O)c1cccc(NC(=O)NC(C)c2c(-n3cccc3)sc3c2CCN(C)C3)c1 (configuration not stated)
22) Cc1ccc(CNc2oc(C)nc2C#N)cc1
23) CCc1nc2ccccc2c(=O)n1NCCc1ccccc1
24) COc1ccc2oc(C(=O)NCCC(C)C)c(C)c2c1

assay / entry	19	20	21	22	23	24
Pol beta inh	0%	1%	6%	8%	11%	0%
TRHR ag	0.7	-0.2	-0.7	-0.5	-0.1	-0.1
Pol kappa inh	-1%	-19%	-10%	-3%	-6%	-6%
APEX1 inh	9%	-2%	·	-6%	-1%	-1%
Pol iota inh	-14%	125%[activator]	-19%	-7%	184%[activator]	46%[activator]
Apoferritin bind	20%	-8%	48%[activator]	?	-14%	-11%
BLM helicase inh	4%	-5%	-1%	5%	0%	-4%
ERG Ets-DNA blk	·	-8%	3%	-1%	23%	-2%
ALOX12 inh	-4%	2%	?	?	10%	0%

25) CC(C)CC1(C(=O)NCc2cc(F)cc(C(F)(F)F)c2)C=CCN1C(=O)c1ccccc1 (configuration not stated)
26) Cc1cccnc1NC(=O)c1ccc(OCc2c(C)noc2C)cc1
27) C=CCNC(=S)NNC(=O)C(CCC(C)C)CC(C)(C)O (configuration not stated)
28) Cc1cc(-n2c(C)cc(C(=O)CN3C(=O)NC4(CCCCC4)C3=O)c2C)no1
29) CCCCc1ccc(NC(=O)CN2C(=O)C3CCCCC3C2=O)cc1 (configuration not stated)
30) Cc1c(CCNC(=O)c2ccc(Br)o2)sc2nc(-c3ccc(F)cc3)nn12

assay / entry	25	26	27	28	29	30
Pol beta inh	-3%	0%	-1%	-5%	·	-13%
TRHR ag	-0.9	0.3	-0.1	-0.4	0.4	0.0
Pol kappa inh	-17%	-13%	-4%	2%	-8%	-1%[60.1 µM]
APEX1 inh	-1%	-5%	2%	0%	-16%	·
Pol iota inh	-8%	12%	-2%	21%	18%	8%
Apoferritin bind	-12%	-3%	-7%	1%	·	-4%
BLM helicase inh	-2%	-1%	-3%	-2%	·	-6%
ERG Ets-DNA blk	18%	4%	-6%	·	2%	-5%
ALOX12 inh	-1%	2%	0%	3%	-1%	-27%

31) CCOCCCNC(=S)N1CCCN(c2nc3cc(C)cc(C)c3cc2C#N)CC1
32) Brc1ccc(-c2csc(/N=C/N3CCOCC3)n2)cc1
33) O=C(N[C@@H](Cc1ccccc1)C(=O)OCc1ccccc1)c1nc[nH]c1C(=O)NC1CCNCC1
34) Cc1ccc(CSc2nnc(CS(=O)Cc3ccc(Cl)cc3Cl)n2C)cc1 (configuration not stated)
35) CC1(c2nnc(-c3cccc(Cl)c3)o2)CC(c2ccc(Br)cc2)=NO1 (configuration not stated)
36) O=C(CCS(=O)(=O)c1nc(-c2cccs2)cc(C(F)(F)F)n1)Nc1cc(Br)ccc1O

assay / entry	31	32	33	34	35	36
Pol beta inh	-1%	-18%	·	-15%	·	9%
TRHR ag	0.1	-0.7	-0.2	-0.2	·	-0.5
Pol kappa inh	-6%	-1%	-5%	-4%	8%	-7%
APEX1 inh	-1%	0%	43%	22%	·	·
Pol iota inh	127%[activator]	4%	?	30%	19%	?
Apoferritin bind	-9%	-13%	·	1%	·	-20%
BLM helicase inh	-7%	-5%	·	2%	·	-5%
ERG Ets-DNA blk	17%	1%	-4%	6%	-2%	-4%
ALOX12 inh	-11%	-1%	-1%	0%	-10%	3%

37) COc1ccc(-c2cc(C(=O)NC(C)c3ccccc3)c3cc(C(C)C)ccc3n2)cc1 (configuration not stated)
38) CCCCn1c(N)c(N(CC)C(=O)c2cc(S(=O)(=O)N3CCN(CC)CC3)ccc2Cl)c(=O)[nH]c1=O
39) O=C(Nc1cccnc1Cl)c1cc(-c2ccccc2O)on1
40) O=C(NCCCN1CCCC1=O)c1ccc(NS(=O)(=O)c2cccc([N+](=O)[O-])c2)cc1

assay / entry	37	38	39	40
Pol beta inh	12%	14%	11%	·
TRHR ag	0.3	0.6	1.0	0.2
Pol kappa inh	-10%[60.1 µM]	-9%	-5%	-1%
APEX1 inh	·	2%	7%	21%
Pol iota inh	13%	15%	34%[activator]	5%
Apoferritin bind	-12%	-3%	-19%	·
BLM helicase inh	2%	-1%	-2%	·
ERG Ets-DNA blk	3%	0%	-3%	-4%
ALOX12 inh	-20%	-3%	8%	1%
